Screening data from PubChem.
Coupling enz: coupling enzyme interference in Giardia aldolase counter-screen | activity change, negative = inhibition, % at 58.2 µM, hits read low | coupling enzyme system counterscreen, AmpLite Red fluorescence | AID 2472 | 0.67% of 290,000 active; in the data active = activity change below about -30%; note: % is set by controls: 0 for no effect and ±100 for the full control effect
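Final compound at 57.5 uM, incubated 10 min at RT with coupling enzyme reagent (glyceraldehyde-3-phosphate), then 20 min with substrate and AmpLite Red detection. Fluorescence read at 525/598 nm; tests interference with the coupling assay, not aldolase inhibition.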
NPC1 prom act: activates the NPC1 promoter | 2.4% of 320,000 active | Potency, µM (top dose mostly 9.22 µM), without a hit: top-dose activation, actives largely listed as activators | Huh7 NPC1 promoter luciferase reporter, 24 h | AID 485313;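 note: potency is the fitted concentration of half-maximal effect; % of control where 0% means no effect; nearly all actives have a fitted effect of over 60% in size; reporter is driven by a mutant NPC1 promoter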
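Huh7 cells stably carrying NPC1 promoter–luciferase, plated in Opti-MEM with 10% FBS for 2 h, were exposed to compound in DMSO for 24 h at 37 °C; luciferase reagent was added for 10 min and luminescence read.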
uPA generation: cell surface uPA generation inhibition; AID 540303; Potency, µM (titrated, usually from 38.3 µM), for inactives: top-dose activity change, negative = inhibition, actives largely listed as inhibitors; cell surface uPA generation assay, qHTS; 0.31% of 330,000 active; active = well fitted inhibition curve with a large enough effect; inconclusive = small, poorly fitted or top-dose-only effect; inactive = no such curve, though single readings can be large or run the other way; tested in mouse RAW 264.7 cells; note: potency is the fitted concentration of half-maximal effect; % is set by controls: 0 for no effect and ±100 for the full control effect; nearly all actives have a fitted effect of over 55% in size
Rab9 promoter act: activators of Rab9 promoter; Huh7 Rab9 promoter-luciferase reporter, luminescence, 24 h; Potency, µM (doses to about 9.22 µM), inactives show at the top dose activation, negative = inhibition, hits mostly activators; 2.8% of 320,000 active; note: potency is the fitted concentration of half-maximal effect; % of control where 0% means no effect; nearly all actives have a fitted effect of over 60% in size
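Stable Rab9-luc Huh7, 1500 cells/well, 2 h settle; cmpd in DMSO, 24 h, 37 °C/5% CO2; luciferase reagent 10 min RT; luminescence.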
ELG1 genotox: inducers of genotoxicity in HEK293T ELG1-luciferase cells; HEK293T ELG1-luciferase reporter, luminescence, 16 h; Potency, µM (series often up to 46 µM), for the others: at the top dose activity change, positive = activation, most hits filed as activators; 1.3% of 330,000 active; note: potency is the fitted concentration of half-maximal effect; % of control where 0% means no effect; nearly all actives have a fitted effect of over 60% in size
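After overnight (16 hr) compound treatment at 37 °C, ELG1-luciferase HEK293T cells were lysed with ONE-Glo; luminescence quantified 30 min later at room temperature.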
KCNH2 3.1 inh: KCNH2 3.1 (human) potassium channel inhibition; U2OS KCNH2 3.1, thallium flux FluxOr; hits give low values; activity change, % (tested at about 1.8 µM); 0.95% of 340,000 active; AID 720553;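 active = maximum activity change below -70%; inconclusive = maximum activity change from -70% to -50%; inactive = maximum activity change above -50%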;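 note: thallium influx rate constant from kinetic fluorescence after stimulation buffer; % is set by controls: 0 for no effect and ±100 for the full control effect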
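Virally transduced U2OS (3.1 isoform, 4 h infection in dark at RT) → overnight 37 C → FluxOr + Red40 in HBSS/HEPES, 45 min → stimulation buffer, 2 min kinetic read → rate constant vs DMSO controls.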
Tb PFK inh: T. brucei PFK enzyme inhibition | T. brucei PFK, ADP-Glo luminescence | Potency, µM (top dose mostly 57.5 µM), for the others: at the highest dose activity, negative = inhibition, hits mostly inhibitors | 0.17% of 330,000 active;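 note: potency is the fitted concentration of half-maximal effect; 0% = uninhibited 1x PFK enzyme wells and -100% = no-enzyme wells; nearly all actives have a fitted effect of over 60% in size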
Target sequence (O15648 whole entry, looked up): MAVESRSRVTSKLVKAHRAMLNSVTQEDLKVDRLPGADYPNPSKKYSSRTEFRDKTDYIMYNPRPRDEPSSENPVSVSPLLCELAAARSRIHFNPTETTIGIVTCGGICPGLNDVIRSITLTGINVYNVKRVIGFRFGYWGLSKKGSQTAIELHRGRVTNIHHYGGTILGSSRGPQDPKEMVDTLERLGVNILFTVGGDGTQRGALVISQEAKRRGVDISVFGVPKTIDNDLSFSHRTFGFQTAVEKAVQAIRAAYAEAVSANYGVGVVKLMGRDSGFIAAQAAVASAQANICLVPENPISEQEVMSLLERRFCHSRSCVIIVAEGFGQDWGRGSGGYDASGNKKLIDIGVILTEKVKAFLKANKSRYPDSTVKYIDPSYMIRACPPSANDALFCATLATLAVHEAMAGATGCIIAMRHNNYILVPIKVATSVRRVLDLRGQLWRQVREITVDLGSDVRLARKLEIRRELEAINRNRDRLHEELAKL
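In TEA buffer at pH 8.0 with 5 mM MgCl2, enzyme (1.25 nM) converted F6P (0.5 mM) and ATP (0.1 mM) for 45 min at room temperature. ADP product was read by luciferase luminescence.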
RORgamma inh: blocks mouse ROR gamma transcriptional activity. Drosophila S2 Gal4-RORgamma UAS-luciferase reporter, 20 h. Potency, µM (highest dose often 53.6 µM), for the others: top-dose activity change, negative = inhibition, most hits filed as inhibitors. 5.4% of 310,000 active; note: potency is the fitted concentration of half-maximal effect; % is set by controls: 0 for no effect and ±100 for the full control effect; nearly all actives have a fitted effect of over 60% in size
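Luminescence from a UAS-regulated Photinus luciferase reporter in stably transfected Drosophila Schneider cells is measured; decreased signal marks ROR gamma inhibition. Fusion expression is induced by 700 uM copper sulfate for 20 hr.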
Giardia killer: kills Giardia lamblia; Giardia lamblia trophozoite viability; 0.15% of 340,000 active; activity change, % at 7.66 µM, hits read low; in the data active = activity change below about -80%; inconclusive = between about -30% and that limit;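 note: parasites exposed to compound for two days anaerobically before the ATP read; % is set by controls: 0 for no effect and ±100 for the full control effect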
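Killing of trophozoites was scored by loss of ATP luminescence after a 48 hrs anaerobic exposure to compounds at 37 deg C, using 100 cells per well.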
VP16 counter: Gal4-VP16 reporter inhibition counter-screen | Drosophila S2 Gal4-VP16 UAS-luciferase, luminescence, 20 h | Potency, µM (titrated, usually from 53.6 µM), for the others: at the highest dose activity, negative = inhibition, most hits filed as inhibitors | 3.5% of 310,000 active;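 note: Gal4-VP16 expression switched on by copper sulfate through the metallothionein promoter; potency is the fitted concentration of half-maximal effect; % is set by controls: 0 for no effect and ±100 for the full control effect; nearly all actives have a fitted effect of over 50% in size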
FLuc counter: counter-screen for miR-21 project: firefly luciferase inhibitors or activators; P08659; Potency, µM (titrated, usually from 57.5 µM), without a hit: at the highest dose activity change, negative = inhibition, hits mostly inhibitors; AID 588342; purified FLuc, Km substrates, luminescence inhibition; 6.9% of 360,000 active;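 note: potency is the fitted concentration of half-maximal effect; plate controls were vehicle for no effect and reference inhibitor for full effect; nearly all actives have a fitted effect of over 55% in size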
Target sequence (P08659 whole entry, looked up): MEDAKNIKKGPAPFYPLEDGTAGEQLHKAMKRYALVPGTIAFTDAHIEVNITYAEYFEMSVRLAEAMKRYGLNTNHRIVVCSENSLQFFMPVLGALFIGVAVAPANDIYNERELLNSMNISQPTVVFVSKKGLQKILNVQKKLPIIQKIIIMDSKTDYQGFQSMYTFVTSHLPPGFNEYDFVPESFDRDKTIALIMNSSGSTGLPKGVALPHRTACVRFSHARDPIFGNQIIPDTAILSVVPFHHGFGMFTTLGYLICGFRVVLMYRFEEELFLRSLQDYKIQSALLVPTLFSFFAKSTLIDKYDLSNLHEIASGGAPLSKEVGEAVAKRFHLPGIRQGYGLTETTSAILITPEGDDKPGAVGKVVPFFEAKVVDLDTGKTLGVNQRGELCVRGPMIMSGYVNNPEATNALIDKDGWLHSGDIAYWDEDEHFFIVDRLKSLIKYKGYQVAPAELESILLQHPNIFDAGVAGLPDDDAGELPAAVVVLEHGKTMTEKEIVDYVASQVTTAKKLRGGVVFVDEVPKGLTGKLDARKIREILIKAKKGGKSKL
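Biochemical qHTS of compounds, final roughly 60 µM downward over six points, against 10 nM purified firefly luciferase using Km concentrations of substrates (10 uM D-luciferin, 10 uM ATP) in Tris acetate pH 7.5 buffer; luminescence output.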
Active calls of the source: *; ? = inconclusive; / = no result given; & = joins results of further samples; [ ] = another dose, or the depositor's remark. Unless noted, calls come from the whole dose curve; as a rule, active = well fitted curve in the direction sought with a large enough effect; inconclusive = small, poorly fitted or top-dose-only effect, or another doubt; inactive = no such curve, though single readings can be large; an effect the other way counts as inactive or inconclusive. An excerpt. The share of hits here may be higher or lower than overall.

SMILES	Coupling enz	NPC1 prom act	uPA generation	Rab9 promoter act	ELG1 genotox	KCNH2 3.1 inh	Tb PFK inh	RORgamma inh	Giardia killer	VP16 counter	FLuc counter
Cc1cc(C)cc(NC(=O)CCNC(=O)N2C[C@H]3C[C@@H](C2)c2cccc(=O)n2C3)c1	-2.9	0.6%	2.8%	-3.5%	2.7%	-10.0	2.4%	-9.7%	-5.6	-1.1%	0.7%
CC(OC(=O)c1cn(C)c2ccccc12)C(=O)N(C)c1ccccc1 (configuration not stated)	/	-4.6%	-0.8%	-4.9%	-2.5%	0.2	-0.4%	/	0.2	/	0.7%
COc1cccc(N2C(=O)NC(=O)/C(=C/c3ccc4c5c(cccc35)CC4)C2=O)c1	0.0	-1.2%	/	-1.0%	-2.3%	/	3.9%	16.6%	/	-7.9%	-2.9%
COc1ccc(CN2CC3CC(C2)c2cccc(=O)n2C3)cc1OC (configuration not stated)	2.2	1.0%	6.0%	-4.1%	-0.8%	4.0	-0.8%	16.2%	-2.4	-12.6%	2.0%
O=C(c1ccccc1)c1ccccc1N=Cc1c(O)[nH]c(=O)[nH]c1=O	1.1	-2.0%	-3.9%	-3.2%	0.2%	4.8	-7.3%	15.0%	14.0	-11.3%	-1.2%
Cc1ccc(C2=CCNCC2)cc1	-1.9	-4.2%	3.3%	2.3%	-10.5%	10.1	-2.5%	19.9%	20.5	-6.7%	-1.0%
O=C1NC(=O)N(Cc2ccco2)C(=O)/C1=C\c1ccc(-c2ccc(F)cc2)o1	5.6	-4.0%	-2.1%	1.3%	4.7%	1.6	-12.8%	19.5%	-4.3	-25.1%	10.7µM*
CCOc1ccc(OC(=O)c2ccc3c(=O)n4c(nc3c2)CCC4)cc1	/	-0.7%	-4.9%	-3.1%	-3.6%	-19.7	0.0%	/	14.7	/	12µM*
CC(N)C(=O)c1ccco1 (configuration not stated)	2.6	1.6%	-0.2%	0.9%	-0.8%	9.8	-0.9%	-1.2%	-7.2	-6.4%	4.5%
Cc1cc(Cl)nc(N)n1	1.6	-4.7%	0.8%	11.3%	-0.3%	21.9	-0.1%	-5.0%	-8.5	-4.9%	5.4%
CCCCCn1c(=O)c(C(=O)NCc2ccco2)c(O)c2ccccc21	-2.3	-2.0%	6.0%	-6.6%	-11.2%	-9.3	-5.0%	-25.2%	-6.7	-10.4%	-1.9%
Nc1nc(N)nc(-c2ccc(Oc3ccccc3)cc2)n1	4.4	13.1%	-9.3%	1.5%	?	-3.6	2.6%	?	-3.5	?	?
O=C(O)c1cccc2c1NC(c1cccc([N+](=O)[O-])c1)C1CC(Sc3ccccc3[N+](=O)[O-])C(Cl)C21 (configuration not stated)	11.6	-1.3%	6.6%	-6.6%	-0.1%	7.8	6.7%	35.7%	-6.9	-9.8%	-28.1%
CCOC(=O)C1(c2ccccc2)CCN(CCC(C#N)(c2ccccc2)c2ccccc2)CC1	/	/	?	/	/	-88.0*	/	38.0%	7.4	-1.2%	/
Cc1c(CCN)ccc2c1[nH]c1ccccc12	-8.5	-0.2%	-3.9%	1.7%	5.3%	4.3	0.9%	3.9%	4.7	7.6%	-3.1%
Cc1nc2ccccc2n1C1CCN(Cc2nnnn2CCc2ccccc2)CC1	0.5	0.8%	0.5%	1.5%	0.6%	-81.7*	-3.8%	-0.3%	8.6	-6.0%	1.4%
Cn1cccc1/C=C1/C(=O)NC(=O)N(Cc2ccccc2)C1=O	-3.9	1.7%	-4.4%	-1.7%	16.6%	11.1	16.3%	-13.3%	-11.4	4.5%	5.0%
CCOP(=O)(OCC)c1cc(CC)ccc1O	-1.0	0.3%	0.3%	0.2%	0.7%	5.4	6.1%	-27.3%	-22.8	1.5%	3.7%
C=CCN1CCc2cccc3c2[C@H]1Cc1ccc(O)c(O)c1-3	-18.4	-33.0%[inhibitor][46.1 µM]	-8.6%	-41.9%[inhibitor][46.1 µM]	-0.3%	-19.9	?	?	-0.7	?	?
CC1CCCN(CC(=O)N2CCCc3ccccc32)C1 (configuration not stated)	0.6	-0.9%	7.1%	-1.2%	-3.0%	4.6	-0.3%	-12.5%	5.9	-11.5%	-11.0%
COC(=O)C1=C(c2ccc(-c3ccccc3)c(F)c2)C[C@@H]2CC[C@H]1N2C(=O)NCCc1ccccc1	/	-11.5%	?	-10.6%	-7.6%	-16.9	3.0%	/	-10.8	/	-0.7%
O=C(Oc1ccc2ccc(OC(=O)N3CCOCC3)cc2c1)N1CCOCC1	2.4	3.0%	-3.7%	3.8%	7.9%	-0.7	-9.6%	7.4%[0.365 µM]	-1.5	/	?
C=CC[C@@H](CC/C=C/C=C/CC/C=C\[C@@H]1CSC([C@@H]2C[C@@H]2C)=N1)OC	/	/	?	/	11.9%	-7.3	-7.6%	/	38.6[activator]	/	/
O=C(CCNC(=O)N1C[C@H]2C[C@@H](C1)c1cccc(=O)n1C2)Nc1ccc(F)cc1	0.2	-0.8%	5.4%	-2.0%	-0.4%	10.4	3.8%	-4.2%	-17.2	-6.5%	-1.8%
O=c1[nH]c2ccccc2c(=O)n1-c1cccc(Cl)c1	-1.0	-1.5%	-2.0%	2.5%	2.7%	0.5	0.2%	-1.5%	3.6	-1.6%	1.7%
CC(=NCC1CCCO1)c1c(O)n(C2CCCCC2)c(=O)[nH]c1=O (configuration not stated)	-1.4	?	0.9%	-3.2%	2.3%	1.7	-4.1%	-8.8%	6.3	7.4%	-0.9%
COc1ccc(OC)c(CC(=O)N(C)C2CCCN(Cc3ccccc3F)C2)c1 (configuration not stated)	1.0	-0.1%	27.6%	-2.7%	-1.2%	3.1	-2.0%	2.2%	-1.1	-17.8%	-4.5%
C[C@H]1O[C@@H](OC2CC[C@]3(C=O)[C@H]4CC[C@]5(C)[C@@H](C6=CC(=O)OC6)CC[C@]5(O)[C@@H]4CC[C@]3(O)C2)CC2OC(C)(C)OC21 (some centres not stated)	1.2	-55.1%[inhibitor]	5.9%	-45.4%[inhibitor]	-18.6%	-11.1	1.0%	15.8µM*	12.3	-1.4%	2.3%
CCC(CC)C(=O)NC1CCSC1=O (configuration not stated)	-1.6	-1.8%	-3.3%	4.3%	0.8%	-9.7	3.5%	11.0%	-6.0	3.4%	0.3%
COC(=O)C1=C(c2cccc(OCc3ccccc3)c2)C[C@@H]2CC[C@H]1N2C(=O)NCc1ccc(OC)c(OC)c1	/	-1.5%	-1.1%	-8.6%	-2.5%	2.3	1.6%	/	11.6	/	7.5%

An excerpt from above in order of length of the SMILES, low to high.
SMILES	Coupling enz	NPC1 prom act	uPA generation	Rab9 promoter act	ELG1 genotox	KCNH2 3.1 inh	Tb PFK inh	RORgamma inh	Giardia killer	VP16 counter	FLuc counter
Cc1cc(Cl)nc(N)n1	1.6	-4.7%	0.8%	11.3%	-0.3%	21.9	-0.1%	-5.0%	-8.5	-4.9%	5.4%
Cc1c(CCN)ccc2c1[nH]c1ccccc12	-8.5	-0.2%	-3.9%	1.7%	5.3%	4.3	0.9%	3.9%	4.7	7.6%	-3.1%
Cn1cccc1/C=C1/C(=O)NC(=O)N(Cc2ccccc2)C1=O	-3.9	1.7%	-4.4%	-1.7%	16.6%	11.1	16.3%	-13.3%	-11.4	4.5%	5.0%

The results go on:
SMILES	Coupling enz	NPC1 prom act	uPA generation	Rab9 promoter act	ELG1 genotox	KCNH2 3.1 inh	Tb PFK inh	RORgamma inh	Giardia killer	VP16 counter	FLuc counter
C[C@]12CCC(=O)C=C1CC[C@@H]1C2[C@H](O)C[C@]2(C)C(=O)CCC12 (some centres not stated)	1.1	-3.3%	6.0%	-4.4%	2.6%	-5.0	16.6%	7.9%	?	2.2%	3.1%
CC1CCC(NCC(O)c2ccccc2)CC1 (configuration not stated)	4.5	-2.4%	/	-1.2%	-0.5%	-16.9	4.1%	20.2%	-7.4	-3.5%	6.4%
COc1ccc(OCC(=O)N2CCN(Cc3ccc(SC)cc3)CC2)cc1	-5.5	-1.9%	-3.3%	-2.2%	-0.4%	-0.7	2.5%	8.5%	34.2[activator]	3.5%	1.3%&-7.3%
Cc1ccc(-c2cc(-c3ccccc3)cc(-c3ccccc3)[n+]2-c2ccccc2)cc1	/	-41.2%[inhibitor]	10µM*	-41.9%[inhibitor]	-9.1%	-37.8	-9.7%	/	13.0	/	3.8%
CN1C2CCC1CC(=NO)C2	-0.7	-3.3%	2.0%	-1.1%	2.8%	-6.2	-5.4%	7.4%	19.4	0.4%	1.6%
Cc1cc(C(=O)NP(=O)(N2CCOCC2)N2CCOCC2)c(C)n1C1CC1	0.0	2.1%	31.6%[activator]	2.7%	-0.2%	4.5	1.0%	16.2%	-3.5	-0.9%	8.5%
CCN(CC)CCOC(=O)c1ccc(N=Cc2c(O)[nH]c(=O)[nH]c2=O)cc1	-3.4	-1.2%	2.8%	-5.1%	0.6%	1.6	-3.0%	9.7%	17.3	-6.1%	-0.7%
CC1=C(C(=O)O)N2C(=O)C(NC(=O)Cc3ccccc3)C2SC1 (configuration not stated)	3.3	0.7%	2.0%	-3.3%	0.4%	-5.1	0.2%	-17.4%	-4.5	-10.3%	?
